# Screens as filed in PubChem.
# ERG Ets-DNA blk – inhibitors of human ERG Ets domain-DNA interaction | 0.028% of 370,000 active | Potency, µM (series often up to 76.9 µM), without a hit: at the highest dose FP activity, negative = inhibition, hits mostly inhibitors | P11308 | AID 624246 | fluorescence polarization, His-ERG Ets domain / labelled DNA; active means well fitted inhibition curve with a large enough effect in the polarisation, with a control signal flat; inconclusive means small, poorly fitted or top-dose-only effect, or effect the other way, or a change in a side signal; inactive means no such curve, though single readings can be large or run the other way; the % refers to the polarisation;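 further: polarization taken with two DNA probes labelled with fluorescein and Texas red; potency means the concentration at half of the fitted maximal effect; % of control where 0% means no effect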
# Target sequence (P11308 whole entry, looked up, the tested form may be a part): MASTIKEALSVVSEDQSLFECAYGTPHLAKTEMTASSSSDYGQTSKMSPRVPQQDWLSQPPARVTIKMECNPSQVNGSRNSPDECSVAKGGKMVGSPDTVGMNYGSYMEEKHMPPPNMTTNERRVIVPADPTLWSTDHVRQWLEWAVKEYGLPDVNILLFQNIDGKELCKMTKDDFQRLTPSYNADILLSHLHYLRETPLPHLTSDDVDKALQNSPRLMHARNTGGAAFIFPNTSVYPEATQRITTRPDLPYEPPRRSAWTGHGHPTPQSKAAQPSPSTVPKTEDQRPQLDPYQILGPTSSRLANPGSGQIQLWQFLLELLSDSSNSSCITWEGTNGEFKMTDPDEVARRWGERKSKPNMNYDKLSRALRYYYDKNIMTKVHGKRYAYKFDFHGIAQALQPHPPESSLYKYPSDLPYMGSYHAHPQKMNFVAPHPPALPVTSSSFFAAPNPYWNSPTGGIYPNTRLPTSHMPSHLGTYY
#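 His-tagged ERG Ets domain (1 uM in the protein solution; 300mM KCl, 50mM Tris-HCl, 1mM EDTA, 1mM DTT, pH 7.5) received compound, then a probe mix of 5 nM fluorescein-DNA and 100nM Texas-615-DNA. Fluorescence polarization was read for both dyes.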
# Pin1 inhibitor – inhibitors of human Pin1; Q13526; Pin1 FP peptide displacement, HiFluor488, 10 min; Potency, µM (series often up to 115 µM), for the others: at the top dose activity, negative = inhibition, hits mostly inhibitors; 0.009% of 390,000 active; AID 504891; active means well fitted inhibition curve with a large enough effect in the polarisation, with a control signal flat, not every such curve was filed as active; inconclusive means small, poorly fitted or top-dose-only effect, or effect the other way, or a change in a side signal; inactive means no such curve, though single readings can be large or run the other way; the % refers to the polarisation; further: potency means the concentration at half of the fitted maximal effect; on the % scale 0 is the no-effect control and ±100 the full control effect
# Target sequence (Q13526 whole entry, looked up): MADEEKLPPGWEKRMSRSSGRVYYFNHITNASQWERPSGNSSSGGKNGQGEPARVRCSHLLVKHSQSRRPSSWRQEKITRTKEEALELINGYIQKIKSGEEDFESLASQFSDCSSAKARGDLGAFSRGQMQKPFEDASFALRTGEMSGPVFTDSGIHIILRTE
# GLS inh – blocks human kidney-isoform glutaminase activity; O94925; GLS enzymatic activity, qHTS titration; Potency, µM (series often up to 45.5 µM), for the others: at the highest dose activity change, negative = inhibition, actives largely listed as inhibitors; 0.21% of 410,000 active; AID 624170; further: potency means the concentration at half of the fitted maximal effect; on the % scale 0 is the no-effect control and ±100 the full control effect
#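 Glutamate formation by hKGA was monitored fluorometrically using coupled glutamate oxidase, HRP and Amplex Red. Substrate was added as 1 mM L-glutamine solution; incubation was 30 min at RT after an initial read.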
# PI4K2A block – PI4K2A (human) kinase inhibition | 0.13% of 420,000 active | purified PI4K2A, ADP-Glo luminescence, 1 h; active compounds read low | Q9BTU6 | AID 1346378 | activity change, negative = inhibition, % at 76.9 µM; in the data active means activity change below about -50%; inconclusive means mostly about -30% to -49%;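 further: -100% = wells without enzyme as full effect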
#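 Compounds are screened against recombinant PI4K2A using PI as substrate and ATP, the latter dispensed at 300 microM. Reactions run one hour at ambient temperature before ADP-Glo detection; full inhibition defined by wells lacking enzyme.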
# PGK inhibitor – T. brucei PGK inhibition; P07378; PGK/GAPDH coupled, Kinase-Glo luminescence, 60 min; Potency, µM (series often up to 57.5 µM), without a hit: top-dose activity change, negative = inhibition, most hits filed as inhibitors; 0.043% of 380,000 active; further: potency means the concentration at half of the fitted maximal effect; on the % scale 0 is the no-effect control and ±100 the full control effect; nearly all actives have a fitted effect of over 60% in size
#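 Recombinant glycosomal PGK reaction used 1,3-bisphosphoglycerate generated in-well by GAPDH (100nM final) in 100mM TEA pH 7.6, 5mM MgCl2, 0.01% Tween-20. After 60 minutes at room temperature, ATP was read by Kinase-Glo Plus luminescence end-point.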
# HP1b binding inh – HP1-beta chromodomain-methylated histone interaction inhibition | 0.56% of 390,000 active | P83916 | AlphaScreen HP1-beta / biotin-H3K9me3 peptide binding | Potency, µM (series often up to 114 µM), without a hit: at the top dose activity change, negative = inhibition, hits mostly inhibitors; further: potency means the concentration at half of the fitted maximal effect; nearly all actives have a fitted effect of over 70% in size; inactives centre near 23
# Target sequence (P83916 whole entry, looked up): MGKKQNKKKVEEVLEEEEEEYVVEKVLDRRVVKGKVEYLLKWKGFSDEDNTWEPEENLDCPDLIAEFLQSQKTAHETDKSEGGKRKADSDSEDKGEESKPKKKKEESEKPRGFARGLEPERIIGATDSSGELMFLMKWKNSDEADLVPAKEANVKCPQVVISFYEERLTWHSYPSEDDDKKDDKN
#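 AlphaScreen: HP1-beta (50 nM) preformed 30 min with biotin-H3(1-18)K9me3 peptide (50 nM) in PBS pH 7.4, 0.01% Tween-20. Compound added for 30 min at RT, then streptavidin donor/nickel chelate acceptor beads (10 ug/mL) for 30 min.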
# JMJD2A Tudor inh – JMJD2A Tudor domain (human) inhibition | AID 504339 | O75164 | AlphaScreen JMJD2A-Tudor / H3K4me3 peptide binding | 4.4% of 390,000 active | Potency, µM (highest dose often 114 µM), for inactives: top-dose activity change, negative = inhibition, most hits filed as inhibitors; further: potency means the concentration at half of the fitted maximal effect; on the % scale 0 is the no-effect control and ±100 the full control effect; nearly all actives have a fitted effect of over 50% in size
# G9a inh – inhibitors of human histone lysine methyltransferase G9a; Q96KQ7; G9a H3K9 monomethylation, AlphaScreen, 2 h; Potency, µM (doses to about 102 µM), for the others: top-dose activity, negative = inhibition, hits mostly inhibitors; 8.8% of 350,000 active; AID 504332; further: potency means the concentration at half of the fitted maximal effect; on the % scale 0 is the no-effect control and ±100 the full control effect; nearly all actives have a fitted effect of over 75% in size
#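 Signal arises when biotinylated H3K9 peptide, once monomethylated, bridges streptavidin donor and antibody-captured acceptor beads. Enzyme at 20 nM was preincubated 15 min with test compounds; peptide 500 nM and SAM 20 uM then reacted for 2 h.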
# BAZ2B block – BAZ2B (human) inhibition. AlphaScreen BAZ2B-H3K14Ac peptide displacement. AID 504333. Potency, µM (titrated, usually from 114 µM), for inactives: top-dose activity change, negative = inhibition, most hits filed as inhibitors. Q9UIF8. 4.4% of 360,000 active; further: potency means the concentration at half of the fitted maximal effect; on the % scale 0 is the no-effect control and ±100 the full control effect; nearly all actives have a fitted effect of over 60% in size
#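 BAZ2B 50 nM plus b-H3(5-23)K14Ac 50 nM, PBS pH 7.4/0.01% Tween-20, 30 min RT; compound added (max 110 uM), 30 min RT; streptavidin donor/Ni-chelate acceptor beads 10 ug/mL final, 20 min dark; AlphaScreen read.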
# The depositor's hits bear a star; i = inactive; u = inconclusive; x = not tested or not shown; [ ] = dose if it differs, or a comment. Unless noted, the call rests on the fitted dose curve; in most records, active means well fitted curve in the direction sought with a large enough effect; inconclusive means small, poorly fitted or top-dose-only effect, or another doubt; inactive means no such curve, though single readings can be large; an effect the other way counts as inactive or inconclusive. Hits appear at their usual frequency. Share with any hit: about 11%.
1. CC(=O)Nc1cccc(NC(=O)Nc2cccc(F)c2)c1
2. O=C(COc1ccccc1)N1c2ccccc2Sc2ccccc21
3. Cc1cc(C)n(-c2nc3ccccc3nc2Nc2ccc(N(C)C)cc2)n1
4. Cc1nc(C)c(-c2nnc(-c3cccc(S(=O)(=O)N(C)C)c3)o2)cc1C(=O)NN
5. NC(=O)N/N=C/c1ccc(-c2cccc(C(F)(F)F)c2)o1
6. CCCC(=O)OCC(=O)Nc1cc(C(C)(C)C)nn1-c1ccccc1
7. Cc1cc(=O)oc2c(C)c(OCC(=O)NC3CC(C)(C)NC(C)(C)C3)ccc12
8. CC(=O)Nc1ccc(-c2csc(NNC(=O)c3ccccc3)n2)cc1

assay / entry	1	2	3	4	5	6	7	8
ERG Ets-DNA blk	-4%	-9%	-2%	5%	-21%	-6%	0%	3%
Pin1 inhibitor	-21%	0%	u	5%	1%	1%	-1%	9%
GLS inh	-10%	-1%	2%	26%	3%	24%	-10%	19%
PI4K2A block	6	-3	0	-5	1	1	27	-2
PGK inhibitor	-2%	-11%	6%	0%	-2%	5%	-4%	-8%
HP1b binding inh	33%	39%	8.9µM*	17%	21%	37%	36%	51%[activator]
JMJD2A Tudor inh	-12%	-2%	11µM*	-20%	-23%	3%	-12%	-24%
G9a inh	-1%	8%[59 µM]	1.8µM*	4%	-31%	12%[59 µM]	x	-2%
BAZ2B block	0%	1%	3.2µM*	1%	-34%	4%	-34%	-10%

# Brought forward from above: 3 entries; new compounds follow.
6. CCCC(=O)OCC(=O)Nc1cc(C(C)(C)C)nn1-c1ccccc1
7. Cc1cc(=O)oc2c(C)c(OCC(=O)NC3CC(C)(C)NC(C)(C)C3)ccc12
8. CC(=O)Nc1ccc(-c2csc(NNC(=O)c3ccccc3)n2)cc1
9. CC(C)(C)n1nnnc1C(c1cccnc1)N(Cc1ccccc1)Cc1ccco1 (stereo unspecified)
10. O=C(NNc1ccccc1[N+](=O)[O-])Nc1ccc(Cl)c(Cl)c1
11. COc1ccccc1NS(=O)(=O)c1ccc(N/N=C/c2c(C)nn(-c3ccccc3)c2N2CCCC2)c([N+](=O)[O-])c1
12. O=C(CN1C(=O)NC2(CCCCCC2)C1=O)Nc1ccc(S(=O)(=O)N2CCOCC2)cc1
13. Cn1c(=O)c2c(nc(N3CCOCC3)n2Cc2c(F)cccc2Cl)n(C)c1=O
14. CC(=O)c1ccc(S(=O)(=O)N2CCN(C(=O)c3cccc(S(=O)(=O)N4CC(C)OC(C)C4)c3)CC2)cc1 (stereo unspecified)
15. O=C(O)CCCn1cc(NC(=O)c2ccc(Br)o2)cn1
16. OC1(c2ccccc2F)CCN(Cc2nnnn2Cc2ccc(F)cc2)CC1

assay / entry	6	7	8	9	10	11	12	13	14	15	16
ERG Ets-DNA blk	-6%	0%	3%	-2%	-3%	10%	-3%	-16%	8%	9%	3%
Pin1 inhibitor	1%	-1%	9%	1%	-8%	-4%	2%	-7%	0%	-10%	6%
GLS inh	24%	-10%	19%	4%	u	-18%	6%	-1%	-4%	12%	7%
PI4K2A block	1	27	-2	0	-2	-6	2	6	-3	0	4
PGK inhibitor	5%	-4%	-8%	0%	-10%	-10%	3%	-13%	-3%	-7%	1%
HP1b binding inh	37%	36%	51%[activator]	7%	5%	u	21%	28%	26%	-1%	17%
JMJD2A Tudor inh	3%	-12%	-24%	-21%	-15%	u	0%	-4%	-13%	-14%[11.4 µM]	2%
G9a inh	12%[59 µM]	x	-2%	34%[12.7 µM]	7.1µM*	4.5µM*	15%	10%	x	-49%	4%
BAZ2B block	4%	-34%	-10%	-5%	u	4.5µM*	14%	-3%	x	-38%	-1%

17. CN(CC(=O)Nc1cccc(F)c1)CC(=O)N1CCc2ccccc21
18. O=C1Cc2cc(S(=O)(=O)Nc3cccc([N+](=O)[O-])c3)cc3c2N1CCC3
19. COc1ccc([C@@H]2[C@@H]3C(=O)N(C(C)(C)C)C(=O)[C@@H]3[C@]3(Cc4ccccc4)C(=O)N(c4ccccc4)C(=O)N23)cc1
20. CCOC(=O)C1CCN(C(=O)CCS(=O)(=O)c2ccc3c(c2)CCN3C(C)=O)CC1
21. CC(C)(C)C(=O)Nc1nnc(SCC(=O)NC2CCCCC2)s1
22. O=C1OCCC1Sc1nc(-c2ccccc2)cs1 (stereo unspecified)
23. COc1ccccc1-n1c(SCC(=O)Nc2ccccc2F)nc2[nH]ncc2c1=O
24. CC1(C)C(=O)Nc2ccccc2N1C(=O)COC(=O)CSc1ccc(Cl)cc1

assay / entry	17	18	19	20	21	22	23	24
ERG Ets-DNA blk	-11%	-12%	4%	0%	-12%	-10%	3%	-8%
Pin1 inhibitor	0%	-5%	3%	6%	-9%	-3%	-7%	-15%
GLS inh	-7%	-1%	0%	-1%	-2%	5%	17%	12%
PI4K2A block	4	-7	2	1	-2	8	-2	-9
PGK inhibitor	-9%	2%	0%	-7%	-8%	3%	i	-12%
HP1b binding inh	35%	17%	11%	27%	-9%	67%[activator]	19%	14%
JMJD2A Tudor inh	-17%	-13%	-30%	-12%[57.1 µM]	-14%	-7%	-19%	u
G9a inh	u	-25%	-11%[2.33 µM]	-3%	-6%	15%[59 µM]	39%[12.7 µM]	17%[2.33 µM]
BAZ2B block	12%	-6%	8%	9%	0%	0%	-33%	u

25. O=C1CC(c2ccccc2)n2nc(NC(=O)C3CCCO3)nc2N1 (stereo unspecified)
26. COC(=O)COc1ccc(S(=O)(=O)Nc2ccc3c(c2)OCCO3)cc1C
27. CC(C)S(=O)(=O)C/C(N)=N/OC(=O)c1cc(Cl)cc(Cl)c1
28. CCn1cc(Cl)c(C(=O)Nc2cccc(C(F)(F)F)c2)n1
29. COc1ccc(C(=O)N(CCN2CCOCC2)CC(=O)NC2CCCC2)cc1OC
30. COCCC(=O)N1CCC(Oc2ccc(C(=O)N3CCCC(CCCO)C3)cc2)CC1 (stereo unspecified)
31. Cc1ccc(N2CC(C(=O)Nc3nc4ccc(S(C)(=O)=O)cc4s3)CC2=O)cc1 (stereo unspecified)
32. CCOCCCNC(=O)c1cc2c(=O)n3cccc(C)c3nc2s1

assay / entry	25	26	27	28	29	30	31	32
ERG Ets-DNA blk	-5%	1%	-10%	-1%	-4%	16%	-4%	11%
Pin1 inhibitor	-4%	u	1%	1%	-7%	3%	3%	-9%
GLS inh	5%	0%	-7%	0%	1%	0%	10%	-9%
PI4K2A block	-6	5	-21	344	-4	0	0	-3
PGK inhibitor	1%	-7%	i	8%	i	-9%	-10%	i
HP1b binding inh	11%	14%	32%	22%	9%	17%	35%	48%[activator]
JMJD2A Tudor inh	-3%	-22%	3%	50µM*	-6%	-13%	-22%	-5%
G9a inh	-26%	-3%	27%	52%	50µM*	-13%	x	-4%
BAZ2B block	-1%	1%	18%	31%[activator]	-3%	-14%	u	7%

33. CC(=O)O[C@]1(C(C)=O)CC[C@H]2[C@@H]3C=C(C)C4=CC(=O)CC[C@@H]4[C@H]3CC[C@@]21C
34. Cc1ccc(NC(=O)CCCC2CCCCC2)c(O)c1
35. COc1ccc(CCNC(=O)c2c(Nc3ccccc3C)sc(C(=O)c3ccccc3)c2N)cc1OC
36. CCCCn1cc(S(=O)(=O)c2ccccc2)c(=O)c2cc(C)ccc21
37. COc1ccc(C(c2nnnn2C2CCCC2)N2CCN(C3CCCC3)CC2)cc1OC (stereo unspecified)
38. COc1ccc(C(CC(=O)c2ccc(C)cc2)Nc2ccc([N+](=O)[O-])cc2)cc1 (stereo unspecified)
39. O=C(COc1ccc(F)cc1)NCC1CCCO1 (stereo unspecified)
40. CC(=O)c1cc2c(cc1NC(=O)Cn1nc(-c3ccc(C)cc3)ccc1=O)OCO2
41. Cc1cccc(S(=O)(=O)c2c(N)n(/N=C/c3ccccc3)c3nc4ccccc4nc23)c1
42. CCC(=O)Nc1cccc(C(=O)/C=C/c2cc(Br)ccc2OC)c1
43. Clc1ccc(-c2noc3ncnc(NC4CCCCC4)c23)cc1

assay / entry	33	34	35	36	37	38	39	40	41	42	43
ERG Ets-DNA blk	11%	-3%	5%	9%	-5%	6%	-3%	10%	6%	2%	1%
Pin1 inhibitor	-1%	-6%	6%	-1%	1%	-6%	-2%	0%	u	5%	3%
GLS inh	-15%	2%	-5%	-11%	-4%	6%	1%	-6%	7%	7%	6%
PI4K2A block	5	2	-2	-1	-10	-4	5	-1	-2	4	0
PGK inhibitor	-9%	-5%	7%	-1%	-9%	-10%	-1%	5%	-1%	i	1%
HP1b binding inh	36%	12%	0%	17%	15%	-11%	18%	30%[activator]	34%	-32%	78%[activator]
JMJD2A Tudor inh	-17%	8%	u	-21%	56µM*	u	u	-6%	-17%	u	10%
G9a inh	u	30%	8.9µM*	x	u	u	15%[12.7 µM]	u	43%[59 µM]	-25%[59 µM]	9%[59 µM]
BAZ2B block	-1%	1%	u	-9%	-34%	-38%	-2%	-19%	3%	u	-7%
